GRK2 aptamer HTS: human GRK2 inhibition via aptamer displacement; bead flow cytometry, FAM-aptamer displacement from GRK2; inhibition of aptamer binding, % at 10 µM; actives 0.59% (n = 330,000);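 active = inhibition of aptamer binding above 40%, roughly 3 SD of noise, on plates passing a quality check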;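 note: median bead fluorescence of bound FAM aptamer so fluorescent compounds give negative values; no value below 0 was filed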
Target sequence (P25098 whole entry, looked up): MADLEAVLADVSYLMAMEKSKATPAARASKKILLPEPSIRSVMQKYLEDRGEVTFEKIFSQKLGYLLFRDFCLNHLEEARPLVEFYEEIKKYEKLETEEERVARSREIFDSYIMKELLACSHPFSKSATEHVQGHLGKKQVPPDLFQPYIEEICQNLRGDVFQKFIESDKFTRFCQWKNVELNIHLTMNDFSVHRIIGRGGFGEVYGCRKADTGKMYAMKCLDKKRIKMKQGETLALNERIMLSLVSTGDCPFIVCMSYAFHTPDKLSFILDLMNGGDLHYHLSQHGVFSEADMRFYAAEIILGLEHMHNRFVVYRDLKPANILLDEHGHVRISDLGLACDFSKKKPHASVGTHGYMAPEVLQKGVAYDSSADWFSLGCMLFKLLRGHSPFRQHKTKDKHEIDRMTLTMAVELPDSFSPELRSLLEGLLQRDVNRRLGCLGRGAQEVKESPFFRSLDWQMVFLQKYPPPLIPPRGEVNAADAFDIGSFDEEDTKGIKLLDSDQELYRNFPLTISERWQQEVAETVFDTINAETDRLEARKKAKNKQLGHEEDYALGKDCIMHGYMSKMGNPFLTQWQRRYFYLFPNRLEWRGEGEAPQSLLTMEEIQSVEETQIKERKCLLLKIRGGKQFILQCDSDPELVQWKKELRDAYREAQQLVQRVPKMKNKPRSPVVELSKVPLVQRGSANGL
RPL19A-GFP yeast: modulators of TOR pathway RPL19A-GFP in S. cerevisiae; S. cerevisiae RPL19A-GFP strain, flow cytometry, 3 h; active compounds read low; percent response vs DMSO, % at 10 µM; actives 0.3% (n = 330,000); AID 2025;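 active = percent response vs DMSO below 50%; inconclusive = fewer than 70 events counted for the yeast strain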;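 note: median channel GFP fluorescence of the barcoded RPL19A-GFP strain; ratio of sample median GFP to plate DMSO average so 100% = DMSO; lower means less RPL19A-GFP as with rapamycin TOR inhibition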
LAP4 TOR yeast: alters LAP4-GFP fluorescence in TOR pathway yeast screen; GFP response vs DMSO, % at 10 µM; actives 0.34% (n = 320,000); S. cerevisiae LAP4-GFP multiplex, flow cytometry GFP, 3 h; median GFP as percent of DMSO wells;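 active = GFP response vs DMSO above a set limit, about the screen mean plus 3 SD, cut at about 150% in these data; inconclusive = under 70 cell events counted for the yeast strain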
AGP1 TOR yeast: modulators of TOR pathway AGP1-GFP in S. cerevisiae. GFP response vs DMSO, % at 10 µM. actives 0.02% (n = 320,000). AID 2066. S. cerevisiae AGP1-GFP multiplex flow cytometry, 3 h; GFP as percent of DMSO wells;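 active = GFP response relative to DMSO above a set limit, near screen average plus 3 SD, cut at about 150% in these data; inconclusive = fewer than 70 cells counted for the yeast strain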;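 note: median GFP channel fluorescence of the gated AGP1 strain per well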
JMJD2C inh: human JMJD2C demethylase inhibition; GST-JMJD2C(1-420) H3K9me3 demethylation, DELFIA europium; Q9H3R0; actives 0.069% (n = 330,000); inhibition, % at 2.35 µM;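 active = more than half of a compound's replicate wells show inhibition beyond 50%, single wells judged on their own value; inconclusive = some, but no more than half, of replicates pass 50% inhibition; inactive = no replicate passes 50% inhibition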;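 note: signal counts dimethyl H3K9 product captured on neutravidin plate; 0% = median of DMSO wells and 100% = 0.3 times that DMSO median; strong numbers were not always called active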
Target sequence (Q9H3R0 1-420 limits assumed): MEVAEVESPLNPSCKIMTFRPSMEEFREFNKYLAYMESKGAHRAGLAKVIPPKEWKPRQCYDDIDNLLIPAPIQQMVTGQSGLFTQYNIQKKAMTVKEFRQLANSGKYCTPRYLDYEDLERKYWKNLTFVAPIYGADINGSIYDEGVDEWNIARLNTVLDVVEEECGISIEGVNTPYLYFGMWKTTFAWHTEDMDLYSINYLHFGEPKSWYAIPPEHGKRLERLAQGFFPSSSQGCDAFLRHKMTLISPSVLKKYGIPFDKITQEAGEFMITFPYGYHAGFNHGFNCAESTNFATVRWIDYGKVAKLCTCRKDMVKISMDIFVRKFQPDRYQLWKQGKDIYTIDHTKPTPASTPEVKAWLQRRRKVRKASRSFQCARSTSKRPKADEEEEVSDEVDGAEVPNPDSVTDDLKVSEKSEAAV
MEP2 TOR yeast: alters MEP2-GFP fluorescence in TOR pathway yeast screen | S. cerevisiae MEP2-GFP strain, flow cytometry GFP, 3 h; 100% = DMSO control level | GFP response vs DMSO, % at 10 µM | actives 0.51% (n = 330,000);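 active = GFP response versus DMSO above a set limit, roughly screen mean plus 3 SD, cut at about 180% in these data; inconclusive = fewer than 70 cells counted for a yeast strain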;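 note: median GFP fluorescence of the barcode-gated MEP2-GFP cells per well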
VLA-4 inh: inhibition in a human VLA-4 binding assay; P13612; VLA-4 expressing cells, ligand binding flow cytometry; inhibition, % (about 7 µM as worked out from the volumes in the protocol); actives 0.2% (n = 330,000); AID 2557; in the data active = inhibition above about 50%
CIT2 TOR yeast: modulators of TOR pathway CIT2-GFP in S. cerevisiae | S. cerevisiae CIT2-GFP strain, flow cytometry, 3 h; 100 means same as DMSO wells | GFP response vs DMSO, % at 10 µM | actives 0.065% (n = 320,000) | AID 2029;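 active = GFP response relative to DMSO above a set limit, near the screen mean plus 3 SD, cut at about 150% in these data; inconclusive = Fewer than 70 cells measured for a yeast strain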;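 note: ratio of well median GFP fluorescence to mean of DMSO wells on the plate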
An asterisk follows results filed as active; ? = inconclusive; . = not tested or not shown. An unsorted share of the library; 1.7% or so of the library scored in one or more.

GRK2 aptamer HTS,RPL19A-GFP yeast,LAP4 TOR yeast,AGP1 TOR yeast,JMJD2C inh,MEP2 TOR yeast,VLA-4 inh,smiles,CIT2 TOR yeast
2.0,94.3,96.7,88.4,-6.8,91.4,39.8,Cc1cc(=O)n(-c2ccc(C(=O)O)cc2)[nH]1,93.2
0.0,99.8,107.0,.,-6.8,99.1,16.3,CC(=O)Nc1nn(C)c2nc3cc(C)ccc3cc12,102.6
1.0,97.6,98.5,103.3,12.9,101.3,10.5,CN(C)S(=O)(=O)c1ccc(/C(O)=C2/C(=O)C(=O)N(Cc3cccnc3)C2c2ccco2)cc1 (stereo not drawn),103.2
2.0,94.1,131.2,98.9,-12.2,85.6,1.3,O=C1Nc2ccc(Br)cc2/C1=C/C(=O)c1ccc2c(c1)OCO2,92.1
3.0,99.7,115.8,97.8,3.6,98.0,-1.1,O=C(NCC12CC3CC(CC(C3)C1)C2)c1nn2cccnc2c1Cl,88.1
4.0,94.6,104.5,98.7,3.0,110.9,6.3,COc1ccccc1-n1c(C)nnc1SCC(=O)NCc1ccccc1,102.3
0.0,94.6,88.9,89.6,-4.2,99.0,-1.5,CC1CCN(C(=O)C2CCCN(c3ncnc4c3nc3n4CCCCC3)C2)CC1 (stereo not drawn),98.7
0.0,104.2,97.8,104.1,4.3,100.4,4.0,COc1cc([N+](=O)[O-])ccc1-c1ccc(C(=O)Nc2ccc(NC(C)=O)cc2)o1,108.7
0.0,102.4,95.7,96.4,6.9,101.6,5.8,CC(NCCOc1ccccc1F)C(=O)Nc1ccc(S(N)(=O)=O)cc1 (stereo not drawn),101.2
0.0,95.5,106.3,93.6,-0.8,102.2,3.9,Cc1cc(OCC(=O)Nc2ccccc2N2CCOCC2)c(C(C)C)cc1Cl,92.8
0.0,87.4,82.5,88.6,-1.6,91.5,-2.4,Cc1csc(NC(=O)c2cc(C)on2)n1,87.6
0.0,100.4,87.8,100.1,1.9,89.5,16.8,O=C(Cc1ccccc1)c1c[nH]c(C(=O)NCCCn2ccnc2)c1,98.2
3.0,91.7,89.8,93.2,22.2,92.7,4.3,CCOC(=O)C1CCN(Cc2ccc(O)c(OC)c2)CC1,93.4
0.0,94.7,95.0,95.0,7.6,100.7,17.2,Cc1ccccc1CNC(=O)c1ccc(CSCc2ccccc2)cc1,96.9
2.0,103.4,102.4,97.3,55.0,100.1,-5.1,CCOC(=O)c1ccc(NC(=O)N2CCN(S(C)(=O)=O)CC2)cc1,96.9
2.0,106.4,107.8,106.8,1.8,107.5,9.4,COc1ccc(S(=O)(=O)N2CCCC2C(=O)Nn2cnnc2)cc1 (stereo not drawn),102.5
0.0,108.8,105.6,108.5,-5.4,103.2,-9.7,Cc1c(C(=O)O)nnn1-c1ccccc1,114.7
0.0,83.7,82.4,87.3,.,83.8,14.3,COc1ccc(C(CC(=O)O)NC(=O)c2ccco2)cc1OC (stereo not drawn),89.4
3.0,109.0,106.7,109.3,2.0,109.0,5.7,CC1(C)Cc2noc(N)c2C(C)(C)N1OC(=O)c1ccco1,96.4
0.0,98.9,94.4,95.8,6.3,97.8,9.0,CCc1cc2cc3c(cc2nc1SCC(=O)Nc1nnc(C)s1)OCCO3,99.0

Fetched by structure from above (2):
GRK2 aptamer HTS,RPL19A-GFP yeast,LAP4 TOR yeast,AGP1 TOR yeast,JMJD2C inh,MEP2 TOR yeast,VLA-4 inh,smiles,CIT2 TOR yeast
0.0,100.4,87.8,100.1,1.9,89.5,16.8,O=C(Cc1ccccc1)c1c[nH]c(C(=O)NCCCn2ccnc2)c1,98.2
3.0,109.0,106.7,109.3,2.0,109.0,5.7,CC1(C)Cc2noc(N)c2C(C)(C)N1OC(=O)c1ccco1,96.4

(next part)
GRK2 aptamer HTS,RPL19A-GFP yeast,LAP4 TOR yeast,AGP1 TOR yeast,JMJD2C inh,MEP2 TOR yeast,VLA-4 inh,smiles,CIT2 TOR yeast
2.0,109.3,99.8,102.2,148.0,114.4,-1.0,O=C(NCCN1CCCCC1)Nc1ccc(F)cc1F,108.6
2.0,86.3,90.1,92.0,?,98.1,4.3,COc1cccc(C(=O)NCCS(=O)(=O)NC2CCCC2)c1,86.9
0.0,95.8,114.7,108.4,-2.1,100.5,4.2,COC(=O)c1c(C)oc(C)c1S(=O)(=O)N(C)C1CCCCC1,99.5
6.0,92.5,112.6,100.2,-18.7,95.4,32.8,CC(=O)N1N=C2/C(=C/c3ccccc3)CCCC2C1c1ccccc1 (stereo not drawn),91.3
0.0,101.1,94.2,97.1,1.1,106.3,5.4,CS(=O)(=O)N(CC(=O)Nc1ccccc1Br)Cc1ccccc1,100.9
0.0,98.3,101.0,99.8,-3.0,106.7,.,CCN(CC)c1ccc(/C=N/NS(=O)(=O)c2cccc([N+](=O)[O-])c2)cc1,93.1
0.0,98.7,101.5,102.5,4.8,99.8,24.8,COC/C=C/C1=CC2=CC(=O)C(C)(OC(=O)c3cnc4ccccc4n3)C(=O)C2=CN1CCOC (stereo not drawn),92.2
0.0,98.2,96.5,91.1,-9.7,100.8,3.2,CC(=O)Nc1ccc(NC(=O)c2cc(=O)c3cc(C)c(C)cc3o2)cc1,94.8
0.0,99.9,100.3,101.0,-4.2,101.6,-5.1,Cc1ccc(S(=O)(=O)N2CCN(CC(=O)N/N=C/c3ccc(C)o3)CC2)cc1,101.0
1.0,97.9,108.3,92.8,5.5,104.7,-3.8,Oc1c(C(c2cccc(F)c2)N2CCN(Cc3ccccc3)CC2)sc2ncnn12 (stereo not drawn),88.8
0.0,93.5,92.5,97.1,-4.7,97.5,-0.6,CC(OC(=O)c1snc(C(=O)NC2CCCCC2)c1N)C(=O)NC(C)(C)C (stereo not drawn),96.2
14.0,99.1,97.2,105.0,-6.3,98.0,3.7,O=C1NC(=O)/C(=C/c2ccc(-c3cc(C(=O)O)ccc3Cl)o2)S1,96.5
0.0,100.0,107.0,98.5,-2.4,109.5,4.6,O=C(Nc1ccc(F)cc1)c1ccc2nsnc2c1,90.1
2.0,102.5,101.3,99.6,2.5,101.4,0.0,COc1ccc(C2CC(=O)c3sc(NC(C)=O)nc3C2)cc1 (stereo not drawn),104.2
2.0,103.8,103.0,101.1,-11.3,105.8,-10.7,Fc1ccc(-c2cc(C(F)(F)F)nc(NCc3cccs3)n2)cc1,98.7
7.0,90.5,89.7,93.8,-0.9,94.9,-1.6,CN(Cc1ccco1)Cc1ccc(O)c2ncccc12,92.7
3.0,99.3,123.4,94.4,-1.3,105.9,2.8,Cc1ccc(NC(=O)c2nnn(-c3cc(C)cc(C)c3)c2N)cc1,92.0
0.0,110.7,92.8,116.9,-1.2,109.2,4.5,COc1ccc(OCCCN(C)Cc2ccccc2)cc1,116.7
2.0,.,98.3,98.2,-17.4,100.7,0.0,Nn1c(SCC(=O)NC(=O)NCc2ccco2)nnc1-c1ccc(OC(F)F)cc1,96.5
2.0,96.6,98.2,98.0,4.0,97.8,-4.3,CCOc1ccc(N(C(C)C(=O)Nc2ccc(OC)cc2)S(C)(=O)=O)cc1 (stereo not drawn),92.7

Next part.
GRK2 aptamer HTS,RPL19A-GFP yeast,LAP4 TOR yeast,AGP1 TOR yeast,JMJD2C inh,MEP2 TOR yeast,VLA-4 inh,smiles,CIT2 TOR yeast
0.0,105.6,118.5,99.0,7.8,102.0,4.7,COc1ccc2oc(C(=O)C3CC3)c(N)c2c1,95.7
0.0,101.1,93.2,104.4,16.7,107.1,5.7,C[C@@H]1CN(Cc2nc(-c3cccs3)no2)C[C@H](C)O1,101.7
0.0,102.3,106.3,120.4,11.9,102.7,10.6,COCC(C)n1c(C)cc(C(=O)COC(=O)C2=NN(c3ccccc3)C(=O)CC2)c1C (stereo not drawn),119.8
3.0,101.6,105.6,108.1,2.1,113.2,7.1,O=C(NC(=S)Nc1nc2c(s1)CCCC2)c1ccccc1,110.6
0.0,98.2,102.3,101.8,3.0,103.5,-6.2,CCC1CCCCN1C(=O)c1nn2cccnc2c1Cl (stereo not drawn),94.0
0.0,94.8,98.3,91.1,9.4,113.0,-8.1,COc1ccc(CCNC(=O)C2CCCN(S(=O)(=O)c3cc(C)ccc3OC)C2)cc1OC (stereo not drawn),95.0
3.0,99.4,94.1,104.4,.,96.4,-113.4,CC(=O)c1ccccc1C(=O)N1CCCC(C(=O)c2ccc(C(F)(F)F)cc2)C1 (stereo not drawn),98.4
1.0,93.1,103.8,95.1,-5.5,97.8,4.2,CC(C)OC(=O)Nc1ccc2c(c1)N(C(=O)N1CCN(C)CC1)c1ccccc1CC2,91.2
0.0,97.0,96.2,99.5,5.0,97.6,4.0,O=C(Nc1cccc(S(=O)(=O)N2CCCCC2)c1)C1CC1,95.0
5.0,98.0,102.8,99.8,27.1,96.0,10.7,Cc1ccc(C2(c3ccc(C)cc3)CC2C(=O)NCc2cccnc2)cc1 (stereo not drawn),98.1
3.0,90.4,91.7,96.4,-80.2,102.1,1.4,Cc1ccnc(Nc2nc(-c3ccc(O)c(O)c3)cs2)c1,85.9
0.0,93.6,101.1,94.7,-2.9,88.0,0.3,O=C(O)c1cccc2c1C(=O)c1ccc(N3CCCCC3)cc1S2(=O)=O,102.5
0.0,100.0,98.6,97.7,7.1,98.2,2.4,Cc1nnc(SC(C)C(=O)N(C)C2CCCCC2)n1N (stereo not drawn),101.2
2.0,95.6,104.3,102.6,2.2,97.4,39.1,Cc1ccc(CNC(=O)C(=O)NCCC2CCCCN2S(=O)(=O)c2cccs2)cc1 (stereo not drawn),99.8
1.0,91.8,89.6,91.6,-13.4,94.4,12.5,COC(=O)[C@@H]1C[C@@]2(O)[C@@H](O)[C@@H](O)[C@@H](O)C[C@H]2N1Cc1ccc(-c2ccccc2)cc1,94.9
2.0,97.6,106.2,89.6,-1.8,95.0,-2.2,O=C(C1CCCN(Cc2ccccc2F)C1)N1CCc2ccccc2C1 (stereo not drawn),106.9
1.0,96.7,101.5,100.8,-6.4,97.2,-1.4,COC(=O)c1cc(=O)n2c(-c3ccccc3)csc2n1,91.9
0.0,103.4,91.5,99.8,-17.8,96.6,11.6,O=C(CSc1ccc2nnc(-c3ccc(Cl)cc3)n2n1)N1CCc2ccccc21,102.2
0.0,104.4,104.5,107.1,19.5,98.6,11.7,CSc1nc(C)nc2c1c(=O)n(C)c(=O)n2C,102.3
0.0,107.9,100.7,108.4,4.2,106.5,-0.3,CCCC(=O)N(c1ccc2oc(C)c(C(C)=O)c2c1)S(=O)(=O)c1ccc(C(=O)O)cc1,104.7

(further entries)
GRK2 aptamer HTS,RPL19A-GFP yeast,LAP4 TOR yeast,AGP1 TOR yeast,JMJD2C inh,MEP2 TOR yeast,VLA-4 inh,smiles,CIT2 TOR yeast
3.0,97.6,91.6,102.4,-3.3,101.0,13.8,CCOC(CNC(=O)C(=O)Nc1cc2c3c(c1)CC(=O)N3CCC2)OCC,105.4
8.0,93.8,88.0,93.5,12.6,104.5,11.2,COCCNc1nc2c(c(=O)n(C)c(=O)n2C)n1Cc1cccc(C)c1,.
2.0,100.0,94.7,84.9,-3.4,103.0,6.1,CN1CCN(S(=O)(=O)c2ccc(NC(=O)c3ccc([N+](=O)[O-])cc3)cc2)CC1,84.3
2.0,101.0,105.0,111.1,-0.9,109.1,0.6,O=S(=O)(c1ccc(F)cc1)N1CCN(c2nc(-c3ccc(F)cc3)cs2)CC1,106.2
0.0,101.7,90.8,98.9,-11.4,98.5,-12.6,CC(C)n1cc(CN2CCC(C(=O)Nc3cccc(-c4cscn4)c3)CC2)cn1,106.5
0.0,103.8,94.4,102.0,-4.2,96.6,-4.4,FC(F)(F)C12CC(c3ccccc3)=NCCN1CCN2 (stereo not drawn),98.7
0.0,98.4,98.0,65.7,0.5,107.5,-6.2,CS(=O)(=O)N(CC(N)=O)c1ccc2c(c1)OCO2,102.8

High-throughput results: PubChem, several laboratories
